UPR XBP1 act = adaptive UPR (XBP1) activation | activation, % at 20 µM | 0.33% of 330,000 active | AID 463104 | CHO-XBP1 luciferase reporter, IRE1-XBP1 UPR activation, luminescence; percent of tunicamycin response, DMSO as zero;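 active = versus positive control, 20 µM dose yields 30% or more activation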;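 note: 100% = tunicamycin at 10 µg/mL and 0% = DMSO only wells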
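Signal: luciferase luminescence; Assay system: CHO-XBP1 luciferase reporter cells; Amount: one thousand reporter cells per well; Dosing: 20 µM single concentration, DMSO 1%; Benchmarks: high control tunicamycin 10 µg/mL final, low control DMSO vehicle only; Schedule: 6 h compound exposure at 37 °C, 5% CO2; Evaluation: percent activation relative to tunicamycin reference.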
APJ agonist = activates the human apelin receptor APJ; P35414; CHO-K1 APJ PathHunter beta-arrestin, luminescence; 0% DMSO wells, 100% apelin; activation, % at 20 µM; 0.11% of 330,000 active;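 active = activation more than six SD over the plate average, tested at 20 µM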;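 note: 0% = DMSO alone and 100% = apelin-13 at 10 nM; some results filed as inactive read as strong as hits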
Target sequence (P35414 whole entry, looked up): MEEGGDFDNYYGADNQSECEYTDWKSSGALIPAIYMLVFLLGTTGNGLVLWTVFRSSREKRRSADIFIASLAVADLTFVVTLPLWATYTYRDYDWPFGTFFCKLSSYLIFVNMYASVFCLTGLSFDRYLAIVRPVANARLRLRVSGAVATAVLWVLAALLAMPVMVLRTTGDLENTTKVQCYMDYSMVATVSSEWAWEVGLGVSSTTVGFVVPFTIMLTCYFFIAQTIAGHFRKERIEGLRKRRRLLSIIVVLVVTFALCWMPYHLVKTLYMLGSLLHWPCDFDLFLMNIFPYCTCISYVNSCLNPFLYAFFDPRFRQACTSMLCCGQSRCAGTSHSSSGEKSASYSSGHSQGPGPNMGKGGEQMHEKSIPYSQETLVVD
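Incubation: overnight seeding, 90 min compound at 25 °C, 1 h detection; test system: PathHunter CHO-K1 APJ (AGTRL-1) beta-arrestin reporter cells; amount: 1000 cells/well; doses: one dose, 20 µM compound, 1% DMSO; measured by: beta-gal luminescence; measure: agonist-driven arrestin binding to APJ; benchmarks: negative DMSO alone, positive Apelin-13 at 10 nM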
APJ antagonist = antagonists of human APJ apelin receptor; CHO-K1 APJ beta-arrestin complementation, luminescence; inhibition, % at 20 µM; 0.32% of 330,000 active; AID 2521;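 active = inhibition above about 40% at 20 µM, limit read from the data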;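 note: cells challenged with 10 nM apelin-13 agonist together with compound; plate controls were apelin-13 plus DMSO wells for no effect and DMSO wells lacking apelin-13 for full effect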
CXCR6 inh = blocks human CXCR6 beta-arrestin recruitment. inhibition, % at 20 µM. CHO-K1 PathHunter CXCR6 beta-arrestin, luminescence. O00574. 0.36% of 360,000 active. AID 602244; in the data active = inhibition above about 34%, passing the limit was not always enough;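 note: antagonist mode with CXCL16 agonist at 10 nM final; 0% = 10 nM CXCL16 with DMSO and 100% = unstimulated wells without agonist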
Target sequence (O00574 whole entry, looked up): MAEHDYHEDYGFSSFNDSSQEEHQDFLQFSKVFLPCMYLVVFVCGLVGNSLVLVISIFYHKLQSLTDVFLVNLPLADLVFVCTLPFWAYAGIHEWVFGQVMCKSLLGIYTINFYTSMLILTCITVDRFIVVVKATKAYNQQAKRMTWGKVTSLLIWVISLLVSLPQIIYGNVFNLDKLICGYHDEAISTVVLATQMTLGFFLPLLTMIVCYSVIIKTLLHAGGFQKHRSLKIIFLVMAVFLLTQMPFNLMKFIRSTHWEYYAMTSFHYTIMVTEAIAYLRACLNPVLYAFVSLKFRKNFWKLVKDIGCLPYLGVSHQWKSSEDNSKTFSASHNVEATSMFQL
CHOP UPR activ = apoptotic UPR (CHOP) activation | CHO-CHOP luciferase reporter, luminescence; percent of tunicamycin response over DMSO baseline | activation, % at 10 µM | AID 449763 | 0.34% of 330,000 active;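 active = at 10 µM dose, activation of 40% or more, normalized to positive control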;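 note: 100% = tunicamycin at 10 µg/mL and 0% = DMSO alone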
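System: CHO-CHOP luciferase reporter cell line | Buffer or medium: F12 medium containing 10% fetal bovine serum | Doses: One dose, 10 µM in 0.5% DMSO | Times: 6 h compound exposure at 37 °C after overnight seeding | Signal: Luciferase luminescence | Read-out: % activation vs tunicamycin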
CCR6 antagonist = CCR6 (human) receptor antagonism; 0.49% of 340,000 active; inhibition, % at 20 µM; CHO-K1 CCR6 PathHunter beta-arrestin, luminescence, CCL20-stimulated;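 active = compounds whose inhibition of the agonist-driven luminescence signal at 20 µM reaches about 50%, limit read from the data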;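 note: cells stimulated with CCL20 at 14 nM final; plate controls were DMSO with CCL20 for no effect and DMSO without agonist for full effect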
Target sequence (P51684 whole entry, looked up): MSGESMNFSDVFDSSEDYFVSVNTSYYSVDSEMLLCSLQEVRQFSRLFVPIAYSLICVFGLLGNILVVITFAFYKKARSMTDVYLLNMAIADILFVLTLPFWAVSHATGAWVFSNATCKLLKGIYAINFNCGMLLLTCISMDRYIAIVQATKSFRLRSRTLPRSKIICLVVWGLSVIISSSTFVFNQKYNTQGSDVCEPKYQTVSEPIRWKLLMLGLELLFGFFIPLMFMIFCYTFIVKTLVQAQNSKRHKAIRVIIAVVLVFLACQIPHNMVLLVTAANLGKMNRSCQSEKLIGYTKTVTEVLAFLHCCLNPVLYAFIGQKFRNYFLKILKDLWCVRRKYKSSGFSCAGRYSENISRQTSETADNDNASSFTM
EBI2 antag = antagonists of human EBI2 receptor; P32249; EBI2 beta-arrestin recruitment, luminescence, 7a,25-OHC stimulated; inhibition, % at 5 µM; 0.81% of 360,000 active; in the data active = inhibition above about 38%;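 note: enzyme fragment complementation signal reports receptor beta-arrestin coupling in cells; 0% = agonist plus DMSO wells and 100% = wells without agonist; some results beyond the cut were filed as inactive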
tim23-1 inh = tim23-1 yeast growth inhibition | 1.3% of 330,000 active | S. cerevisiae tim23-1 growth, BacTiter-Glo luminescence, 24 h | inhibition, % at 20 µM;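 active = growth inhibition of the mutant yeast at or above 50%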;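 note: temperature-sensitive mutant grown at 25 °C; plate controls were DMSO-treated mutant yeast for no effect and medium wells lacking yeast for full effect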
Mdm2 MdmX PPI = inhibitors of human Mdm2/MdmX interaction; O15151+Q00987; SaOS-2 split-luciferase Mdm2/MdmX complementation, luminescence; inhibition, % at 8 µM; 3% of 330,000 active; AID 485346;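 active = inhibition of at least 50% at 8 µM in the primary screen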
* hit, by the source's call; · = not tested or not shown. These rows are one share of the data, so the mix of outcomes need not match the whole.

#	Molecule	APJ agonist	EBI2 antag	CCR6 antagonist	APJ antagonist	Mdm2 MdmX PPI
1	CCC(Sc1ncccn1)C(=O)Nc1cc(C)on1 (configuration not stated)	-2	0	-12	7	17
2	O=C(CC(NCCN1CCOCC1)C(=O)O)Nc1cccc(Cl)c1 (configuration not stated)	-5	-4	-2	-4	-14
3	O=C(CSc1ccccc1)Nc1ccccc1C(=O)N1CCCC1	-1	-3	12	-6	-12
4	COc1ccccc1NC(=O)Nc1nc(CC(=O)Nc2ccc(F)cc2)cs1	-1	5	3	-3	-3
5	CC(C)c1ccc(C2NC(=S)NC3=C2C(=O)CCC3)cc1 (configuration not stated)	3	-10	9	1	10
6	CCCn1c2ccccc2c2cn[nH]c(=O)c21	-2	6	-2	-11	37
7	COCCN(Cc1cc2cc3c(cc2n2nnnc12)OCO3)C(=O)c1ccccc1F	-2	1	-6	-11	4
8	O=C(Nc1nc(-c2ccc(Cl)cc2)cs1)c1cccnc1	-3	2	13	-3	30

#	tim23-1 inh	UPR XBP1 act	CXCR6 inh	CHOP UPR activ
1	5	-2	7	-1.3
2	4	1	2	-1.8
3	18	5	-1	-0.2
4	4	2	-7	1.5
5	11	0	-3	1.1
6	11	0	-6	-0.5
7	2	2	12	-2.2
8	5	0	-5	1.5

Next records follow.
#	Molecule	APJ agonist	EBI2 antag	CCR6 antagonist	APJ antagonist	Mdm2 MdmX PPI
9	COc1cccc(CNCC(O)COc2ccc(C(=O)c3ccccc3)cc2)c1 (configuration not stated)	-1	4	15	4	3
10	Nc1ccc(Cc2ccccn2)cc1	-2	4	0	-1	21
11	COC(=O)c1ccccc1S(=O)(=O)N1CCC(C(=O)OCc2ccc([N+](=O)[O-])cc2)CC1	3	19	1	14	12
12	Cc1ccc(S(=O)(=O)NNC(=O)c2ccncc2)cc1	0	0	-3	-5	4
13	Cc1ccc(C(=O)OCC(=O)c2c[nH]c3ccccc23)cc1	-4	0	9	-13	-117
14	Nn1cnnc1N/N=C/c1cc([N+](=O)[O-])c(Cl)cc1Cl	-2	-6	0	-20	-4
15	c1ccc2c3c([nH]c2c1)C1(CCCCC1)NCC3	-4	-6	-10	9	1
16	CN1Cc2cc(C(=O)c3cc(Cl)cc(CSc4ncccn4)c3O)cnc2NC1=O	-4	·	·	3	59*

#	tim23-1 inh	UPR XBP1 act	CXCR6 inh	CHOP UPR activ
9	-6	1	-10	0.2
10	-1	-2	3	0.8
11	29	-1	2	1.6
12	10	1	-9	-0.4
13	18	6	0	3.1
14	-6	5	-6	0.0
15	-6	1	4	-0.6
16	17	21	·	1.7

(more compounds)
#	Molecule	APJ agonist	EBI2 antag	CCR6 antagonist	APJ antagonist	Mdm2 MdmX PPI
17	CN(C(=O)c1coc(=O)c2ccccc12)c1ccc(Br)cc1	-2	3	6	-14	14
18	Cc1cccc(Oc2nc(CN3CCOCC3)nc3sc4c(c23)CCCC4)c1	-2	13	23	-4	28
19	COC(=O)CCn1nnc(-c2ccc(C)cc2)n1	0	-3	5	-9	17
20	CCCCC(=O)Nc1ncc([N+](=O)[O-])s1	-4	6	26	-7	-27
21	COc1ccccc1C(=O)NNC(=O)C1CCCO1 (configuration not stated)	-2	12	5	-10	21
22	COc1ccc(NC(=O)CN(C)CC(=O)Nc2ccc(Cl)cc2[N+](=O)[O-])cc1	6	0	-7	7	-29
23	COc1cc(OC)c(/C=N/NC(=O)COc2cccc3cccnc23)c(OC)c1	6	-8	-8	2	7
24	COC(=O)C1=C(C)Nc2nnnn2C1c1cccs1 (configuration not stated)	0	6	-10	-3	7

#	tim23-1 inh	UPR XBP1 act	CXCR6 inh	CHOP UPR activ
17	14	-2	12	-0.3
18	44	1	11	2.6
19	5	0	-1	-0.1
20	23	5	-1	0.8
21	-8	-3	3	1.2
22	-29	-1	-3	0.4
23	14	-1	-4	0.0
24	12	0	0	-2.1

(cont.)
#	Molecule	APJ agonist	EBI2 antag	CCR6 antagonist	APJ antagonist	Mdm2 MdmX PPI
25	COc1cc(/C=C/C(=O)O)cc(S(=O)(=O)Nc2ccc3[nH]c(=O)[nH]c3c2)c1OC	3	-12	-2	-14	16
26	Nn1c(SCC(=O)Nc2ccc(OC(F)F)cc2)nnc1-c1ccco1	-3	-13	13	-14	12
27	CC(C)CC(COCc1cccc(Cl)c1)N1CCN(C(=O)c2cccc(C(F)(F)F)c2)CCC1=O (configuration not stated)	0	13	19	9	30
28	CCOC(=O)Cn1c(=O)c2c(nc(Br)n2CC(=O)OCC)n(C)c1=O	-1	-9	11	5	-5
29	Cc1nc(NC(=O)CN(C)S(=O)(=O)c2ccc(Br)cc2)sc1C	-4	3	-2	-18	-30
30	COc1ccc(NC(=O)CSc2nc(NS(=O)(=O)c3ccc(C)cc3)cc(=O)[nH]2)cc1	-3	0	1	-5	4
31	CC(C)(C)N1CC(c2nc3ccccc3n2Cc2ccc(Cl)cc2)CC1=O (configuration not stated)	-2	-9	-1	-6	-10
32	Cc1nc2c(cc1C(=O)N/N=C/c1ccc(O)c(O)c1)c(=O)n(C)c(=O)n2C	-3	4	-18	5	14

#	tim23-1 inh	UPR XBP1 act	CXCR6 inh	CHOP UPR activ
25	-7	-5	-1	-0.9
26	-7	5	1	-0.3
27	22	0	10	2.2
28	20	-3	-5	0.7
29	22	-1	2	-2.1
30	3	-1	-3	7.5
31	25	-1	-5	0.5
32	-4	-3	-3	1.3

Of the compounds above, these have an aryl methoxy group:
#	Molecule	APJ agonist	EBI2 antag	CCR6 antagonist	APJ antagonist	Mdm2 MdmX PPI
4	COc1ccccc1NC(=O)Nc1nc(CC(=O)Nc2ccc(F)cc2)cs1	-1	5	3	-3	-3
9	COc1cccc(CNCC(O)COc2ccc(C(=O)c3ccccc3)cc2)c1 (configuration not stated)	-1	4	15	4	3
21	COc1ccccc1C(=O)NNC(=O)C1CCCO1 (configuration not stated)	-2	12	5	-10	21
22	COc1ccc(NC(=O)CN(C)CC(=O)Nc2ccc(Cl)cc2[N+](=O)[O-])cc1	6	0	-7	7	-29
23	COc1cc(OC)c(/C=N/NC(=O)COc2cccc3cccnc23)c(OC)c1	6	-8	-8	2	7
25	COc1cc(/C=C/C(=O)O)cc(S(=O)(=O)Nc2ccc3[nH]c(=O)[nH]c3c2)c1OC	3	-12	-2	-14	16
30	COc1ccc(NC(=O)CSc2nc(NS(=O)(=O)c3ccc(C)cc3)cc(=O)[nH]2)cc1	-3	0	1	-5	4

#	tim23-1 inh	UPR XBP1 act	CXCR6 inh	CHOP UPR activ
4	4	2	-7	1.5
9	-6	1	-10	0.2
21	-8	-3	3	1.2
22	-29	-1	-3	0.4
23	14	-1	-4	0.0
25	-7	-5	-1	-0.9
30	3	-1	-3	7.5

Additional compounds.
#	Molecule	APJ agonist	EBI2 antag	CCR6 antagonist	APJ antagonist	Mdm2 MdmX PPI
33	O=C(CSc1cccc2cccc(Cl)c12)OCC(=O)N1CCN(C(=O)c2ccco2)CC1	1	-6	-2	-2	-9
34	CC(C)(C)NC(NC(=O)Cc1ccccc1)C(Cl)(Cl)Cl (configuration not stated)	-2	3	-12	-4	-10
35	C=CCN1c2ccccc2[C@]23C[C@@H](C(=O)OC)N(C(=O)CC(C)C)C2=NC(C(=O)OC)=C(C(=O)OC)[C@H]13	-6	20	-1	-6	-2
36	Cc1nnc(SCC(=O)Nc2nc(C(C)(C)C)cs2)s1	-3	-11	21	17	7
37	O=c1c2ccccc2nc(-c2ccc(Cl)cc2Cl)n1O	-2	4	-4	14	-7
38	CCCCn1c(=S)[nH]c2cc(S(=O)(=O)N3CCOCC3)ccc21	1	0	-5	3	-7
39	O=C(NCCCn1ccnc1)c1cc(C2CC2)on1	-3	-3	1	10	17
40	Fc1ccc(N2CCN(c3cnc4ccccc4n3)CC2)cc1	-3	-6	10	-14	-89

#	tim23-1 inh	UPR XBP1 act	CXCR6 inh	CHOP UPR activ
33	29	1	-4	-0.4
34	16	1	-2	-0.7
35	21	-3	12	1.5
36	8	-3	-1	0.8
37	16	-1	3	1.0
38	12	0	-19	0.4
39	-7	-2	2	-3.4
40	13	-3	-1	6.6

Later entries:
#	Molecule	APJ agonist	EBI2 antag	CCR6 antagonist	APJ antagonist	Mdm2 MdmX PPI
41	CCCCC(=O)Nc1ccc(C(=O)NN2C(=O)c3ccccc3C2=O)cc1	-5	-11	-3	5	-2
42	COc1cccc(NC(=O)CSc2nnc(CNC(=O)c3ccco3)n2C)c1	1	-2	0	6	12
43	Cc1[nH]c(=O)c(C#N)c2c1CCCC2	-5	-9	-6	11	-4
44	Cc1cc(Cl)ccc1OCC(=O)NNC(=O)c1cnccn1	0	0	-5	-6	18
45	CN(C)CCN(CC1CCCN(Cc2ccccc2F)C1)C(=O)c1ccc(F)cc1 (configuration not stated)	-3	-15	-8	-18	15
46	Cc1cc(NS(=O)(=O)c2ccc(Br)s2)no1	-2	-3	11	-4	2
47	COc1ccc(Br)cc1S(=O)(=O)n1nc(C)cc1C	1	4	-10	7	-14
48	COc1cc(-c2nc(-c3ccccn3)no2)cc(OC)c1OC	1	0	-11	-6	-16

#	tim23-1 inh	UPR XBP1 act	CXCR6 inh	CHOP UPR activ
41	6	-1	1	-2.2
42	-23	-3	-3	1.4
43	0	2	-8	-0.5
44	20	0	-2	-0.9
45	-12	1	-4	1.0
46	-8	-1	7	0.7
47	18	-3	0	0.3
48	10	-2	-9	0.8

(continued)
#	Molecule	APJ agonist	EBI2 antag	CCR6 antagonist	APJ antagonist	Mdm2 MdmX PPI
49	CC(C)NC(=S)NC(=O)c1ccc(-c2ccccc2)cc1	2	39	-7	-3	3
50	COc1ccc(/C=N/NC(=O)c2nnn(-c3nonc3N)c2-c2cccs2)cc1OC	0	-9	15	11	20
51	CCOC(=O)CNc1nc(C(C)(C)C)nc2c1nnn2Cc1ccccc1	2	6	-1	4	5
52	O=C(NNC(=O)c1cccs1)c1ccc(Cl)cc1	-2	-4	-8	7	-14
53	Cn1c(N)c(C(=O)NCc2ccccc2)sc1=S	-2	5	6	15	-2
54	CCc1nc(NCCCCCO)c2nnn(Cc3ccccc3F)c2n1	-5	3	10	8	13
55	O=C(c1cc(-c2cccs2)nc2ccccc12)N1CCN(S(=O)(=O)c2ccccc2)CC1	1	-20	-5	-22	33
56	COc1ncnc2c1N=C1CC(C)(C)CC(N)=C1S2	-3	-6	5	1	21
57	CC(C)(C)C(=O)C(Cc1ccccc1)n1cncn1 (configuration not stated)	-8	-4	-10	-10	9
58	CC1CN(C(=O)COC(=O)CSc2ccc([N+](=O)[O-])cc2)CC(C)O1 (configuration not stated)	9	5	-14	16	-18
59	NNC(=O)C1CC1c1ccccc1 (configuration not stated)	-4	-7	-8	15	1

#	tim23-1 inh	UPR XBP1 act	CXCR6 inh	CHOP UPR activ
49	16	-4	-7	7.2
50	-36	-3	-7	2.7
51	14	-4	-3	0.6
52	-3	4	-2	0.0
53	9	1	-3	0.8
54	-2	-1	2	-3.8
55	36	2	-9	1.6
56	8	-1	5	-2.8
57	-126	-2	-1	-1.6
58	12	-1	-9	3.0
59	16	-2	1	0.7
